B2AR arrestin – agonists driving beta-arrestin recruitment to human beta2-adrenergic receptor; 330,000 compounds, 0.02% hits; beta-arrestin recruitment to beta2AR, cell-based reporter; Potency, µM (series often up to 46.1 µM), without a hit: at the highest dose activation, actives largely listed as activators; P07550; AID 492947;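 also: potency is read from the fitted curve at half-maximal effect; 0% = DMSO controls and full agonism = EC100 isoproterenol or metaproterenol; nearly all actives have a fitted effect of over 65% in size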
Target sequence (P07550 whole entry, looked up): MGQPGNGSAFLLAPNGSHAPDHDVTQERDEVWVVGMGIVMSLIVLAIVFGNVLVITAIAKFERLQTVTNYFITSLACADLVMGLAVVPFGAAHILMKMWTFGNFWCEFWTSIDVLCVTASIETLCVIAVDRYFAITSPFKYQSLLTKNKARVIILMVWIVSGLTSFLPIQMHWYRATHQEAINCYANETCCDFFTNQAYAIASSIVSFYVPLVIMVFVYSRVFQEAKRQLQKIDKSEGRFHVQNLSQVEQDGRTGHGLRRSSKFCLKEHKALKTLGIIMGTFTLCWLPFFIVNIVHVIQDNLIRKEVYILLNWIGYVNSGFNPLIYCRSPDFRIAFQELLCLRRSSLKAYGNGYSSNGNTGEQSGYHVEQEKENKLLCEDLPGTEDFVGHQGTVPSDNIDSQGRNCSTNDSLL
TRPV1 agonist – human TRPV1 agonism; AID 540275; 320,000 compounds, 0.19% hits; TRPV1-expressing cells, Fluo-8 calcium influx, agonist mode; activation, % at 8.33 µM; Q8NER1; in the data active = activation above about 80%; inconclusive = between about 30% and that limit; also: 0% is about no effect
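Fluo-8 calcium influx in TRPV1-expressing cells, kinetic read (ex 480/em 520 nm). Compound added and read 3 min for agonist activity, followed by capsaicin at EC20 final and 2 min further read for enhancement.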
TCR activator – activates T cell receptor signaling; primary human leukocytes, anti-CD3, IL-2 HTRF, 48 h; Potency, µM (doses to about 9.22 µM), for the others: at the top dose activation of IL-2 secretion, actives largely listed as activators; 330,000 tested, under 10 active; AID 504894; also: % of control where 0% means no effect
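Primary human leukocytes incubated 48 hr with anti-CD3 beads plus compound, without co-stimulation. Secreted IL-2 measured by HTRF (europium cryptate/d2 anti-IL-2 pair, 320 nm excitation, 665 nm emission).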
ELG1 repair inh – ELG1-dependent DNA repair inhibition; HEK293T ELG1-luciferase reporter, luminescence, 16 h; DNA damage induced by 5-fluorouridine; Potency, µM (top dose mostly 46.1 µM), for the others: top-dose activity change, negative = inhibition, actives largely listed as inhibitors; 330,000 compounds, 2.3% hits; also: potency is read from the fitted curve at half-maximal effect; % is scaled to controls: 0 for no effect and ±100 for the full control effect; nearly all actives have a fitted effect of over 55% in size
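Reporter activity after DNA damage by 5-fluorouridine is monitored. Compound-treated cells incubate 16 hr at 37 °C, then ONE-Glo is added for 30 min before luminescence reading.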
p53 reactivation – restores transcriptional activity of mutant p53. H1299 p53-A138V BP100-luciferase reporter, luminescence, 24 h. Potency, µM (series often up to 92.2 µM), inactives show at the top dose activity change, positive = activation, most hits filed as activators. 320,000 compounds, 0.063% hits. AID 504706; also: potency is read from the fitted curve at half-maximal effect; % of control where 0% means no effect; nearly all actives have a fitted effect of over 45% in size
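H1299 (p53-null), stable ts p53-A138V + BP100-Luc; 1000 cells/well, Opti-MEM/10% FBS; cpd 4 pt, 1:5; 24 h, 37 deg C, 5% CO2; detection reagent 10 min RT; luminescence.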
CXXC DNA block – inhibitors of human MLL CXXC domain-DNA interaction; MLL-CXXC / FITC-HOXA9 DNA fluorescence polarization; AID 2662; Potency, µM (highest dose often 115 µM), without a hit: at the highest dose activity change, negative = inhibition, usual class: inhibitors; 290,000 compounds, 0.037% hits; active = well fitted inhibition curve with a large enough effect in the polarisation, with a control signal flat, not every such curve was filed as active; inconclusive = small, poorly fitted or top-dose-only effect, or effect the other way, or a change in a side signal; inactive = no such curve, though single readings can be large or run the other way; the % refers to the polarisation; also: potency is read from the fitted curve at half-maximal effect
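Fluorescence polarization: 7 uM MLL-CXXC (stock) preincubated 5 min with compounds, then 50 nM fluorescein-HOX-A9 DNA (stock) added; 30 min ambient. Buffer 50 mM Tris-HCl pH 7.5, 50 mM NaCl, 1 mM DTT, 0.05% BSA.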
BRCA1 expr act – increases BRCA1 expression | MCF7-BRCA1-FFLuc reporter, luminescence, 48 h; response scale: scaled: vehicle 0%, 10 µM genistein 100% | Potency, µM (highest dose often 46.1 µM), without a hit: top-dose activation, usual class: activators | 380,000 compounds, 1.1% hits; also: potency is read from the fitted curve at half-maximal effect; nearly all actives have a fitted effect of over 80% in size; some results filed as inactive show a strong effect at the top dose
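Cells: MCF7-BRCA1-FFLuc, 2000/well. Exposure: 48 h, 37 °C, 5% CO2. Read: luminescence, 15 min post-substrate. Controls: genistein 10 microM (maximal activation), DMSO (neutral).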
A-T KAP1 phos – potential ataxia-telangiectasia treatment | […] A-T fibroblasts, KAP-1 phosphorylation AlphaLISA; neocarzinostatin DNA damage 30 min before lysis | Potency, µM (top dose mostly 57.5 µM), without a hit: at the highest dose activation, actives largely listed as activators | 320,000 compounds, 0.19% hits; also: potency is read from the fitted curve at half-maximal effect; % of control where 0% means no effect; nearly all actives have a fitted effect of over 45% in size
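ATM-like activity read as KAP-1 phosphorylation via AlphaLISA donor/acceptor antibody pairs after lysis and 6 hr at 25C. Cells were ATM-null patient fibroblasts ([…], hTERT), dosed 60 min, then exposed to the DSB inducer NCS for 30 min.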
a7 integrin act – integrin-mediated muscular dystrophy alleviation activation; 350,000 compounds, 0.064% hits; Potency, µM (doses to about 38.3 µM), inactives show at the highest dose activation, most hits filed as activators; alpha7betagal myoblasts, beta-gal FDG fluorescence, 48 h;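 also: potency is read from the fitted curve at half-maximal effect; 100% = response of the positive control SU9516; nearly all actives have a fitted effect of over 60% in size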
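alpha7betagal+/- myoblasts (passage 13, 250/well) treated 48 h at 37C with compounds at 1:260 dilution of DMSO stock. Lysed, then beta-galactosidase activity read as FDG fluorescence (ex 480/em 540) after 30 min, with pre-read for autofluorescence.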
TSG101-PTAP inh – blocks PTAP/TSG101 interaction to inhibit HIV-1 budding; AID 493005; Q99816; Fluorescence polarization, FITC-PTAP peptide / Tsg101 binding; Potency, µM (series often up to 115 µM), without a hit: at the top dose activity change, negative = inhibition, actives largely listed as inhibitors; 340,000 tested, under 10 active; active = well fitted inhibition curve with a large enough effect in the main read-out, with a control signal flat, not every such curve was filed as active; inconclusive = small, poorly fitted or top-dose-only effect, or effect the other way, or a change in a side signal; inactive = no such curve, though single readings can be large or run the other way; also: potency is read from the fitted curve at half-maximal effect; % of control where 0% means no effect
Target sequence (Q99816 whole entry, looked up): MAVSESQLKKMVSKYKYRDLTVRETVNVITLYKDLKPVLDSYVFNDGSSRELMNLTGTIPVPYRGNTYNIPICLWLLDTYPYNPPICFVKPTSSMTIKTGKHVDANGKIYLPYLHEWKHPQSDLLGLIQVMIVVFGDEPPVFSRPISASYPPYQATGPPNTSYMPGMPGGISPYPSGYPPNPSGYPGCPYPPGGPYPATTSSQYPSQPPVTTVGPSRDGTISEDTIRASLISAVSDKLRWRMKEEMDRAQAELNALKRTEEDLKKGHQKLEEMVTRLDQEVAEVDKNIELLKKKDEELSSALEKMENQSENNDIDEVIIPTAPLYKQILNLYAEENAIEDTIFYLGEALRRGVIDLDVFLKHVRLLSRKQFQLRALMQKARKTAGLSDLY
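Compounds were pin-transferred onto Tsg101 binding domain (10 uM final) in HEPES pH 7.5 buffer, then FITC-PTAP peptide was added at 50 nM final. After 20 min at RT, polarization reported peptide displacement across a qHTS concentration series.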
Starred values were filed as active, the others as inactive; ? = inconclusive; nt = not tested or not shown; [ ] = dose if it differs, or a comment. Unless noted, calls follow the shape of the dose curve; as a rule, active = well fitted curve in the direction sought with a large enough effect; inconclusive = small, poorly fitted or top-dose-only effect, or another doubt; inactive = no such curve, though single readings can be large; an effect the other way counts as inactive or inconclusive.

SMILES	B2AR arrestin	TRPV1 agonist	TCR activator	ELG1 repair inh	p53 reactivation	CXXC DNA block	BRCA1 expr act	A-T KAP1 phos	a7 integrin act	TSG101-PTAP inh
CC(=O)Nc1ccc(C(=O)CN2C(=O)NC3(CCOc4ccccc43)C2=O)c(F)c1 (stereo not given)	0.2%	3	1%	-23%	-4%	nt	-23%	-6%	-10%	0%
CN(Cc1ccccc1)C(=O)CSc1nc2ccccc2c(=O)n1Cc1ccco1	0.1%	25	-3%	4%	-4%	-10%	-27%	0%	-33%	-9%
O=C(Nc1c(F)cc(F)cc1Br)c1cc(-c2ccco2)on1	0.0%	-1	0%	?	1%	1%	7%	6%	-11%	-3%
Cc1nc(-c2cc(C#N)c(Sc3cccc(C(F)(F)F)c3)nc2C)cs1	-0.6%	19	-3%	?	-1%	-3%	-24%	11%	0%	-1%
Cc1cnc(C=NNC(N)=S)c2cccc(N)c12	nt	nt	7%	nt	nt	nt	-97%	nt	8%	0%
O=C(CCC1CCN(Cc2ccc(Cl)cc2)CC1)NC1CC1	-0.3%	-4	nt	-13%	nt	7%	-20%	0%	-3%	-1%
COc1cc(CN2CCN(Cc3ccc(C(F)(F)F)cc3)CC2)cc(OC)c1OC	-0.1%	7	-1%	?	?	-12%	-28%	3%	-16%	1%
CC(C)(C)c1ccc(-n2ncc3c2CCCC3NC(=O)c2ccncc2)cc1 (stereo not given)	nt	nt	0%	nt	nt	nt	-44%	nt	-34%[inhibitor]	-3%
CCn1cc(C(=O)N2CCc3ccccc32)c(=O)c2cc(S(=O)(=O)N3CCCCCC3)ccc21	0.1%	0	3%	?	-3%	6%	2%	nt	-32%[inhibitor]	-7%
Cc1cc(C)n2nc(C(=O)N/N=C/c3ccc(Cl)cc3)nc2n1	0.1%	0	-1%	-1%	2%	-6%	-4%	4%	0%	-9%
COc1cc(-c2nc3ccccn3c2/N=C/c2cc(OC)c(O)cc2Cl)ccc1O	-0.3%	-1	3%	19%	9%	6%	5%	-3%	-28%	0%
O=C(NNC(=O)c1ccc(NC(=O)C2CC2)cc1)c1ccc(F)cc1	0.1%	2	7%	14%	?	71%[activator]	1%	9%	-5%	1%
CCOC(=O)C1=C(C)N(c2ccc(C)cc2)C(=O)/C1=C\c1cccs1	-0.1%	0	2%	-6%	-5%	-15%	-1%	-4%	20%	-3%
O=c1c2nnn(Cc3ccccc3)c2ncn1-c1ccccc1	0.1%	6	-9%	-8%	-1%	8%	66%	-3%	14%	-3%
O=S(=O)(/N=C(/Nc1ccccn1)c1ccccc1)c1ccc(Cl)cc1	-0.1%	2	-4%	4%	-2%	7%	0%	9%	3%[7.66 µM]	-12%
O=C(c1cc(-c2ccc(Cl)c(Cl)c2)on1)N1CCCCCC1	-0.2%	?	-15%	?	?	14%	?	1%	-2%	0%
O=C(Nc1ccc(F)cc1)C(c1ccccc1)N1CCN(CC(=O)N2CCOCC2)CC1 (stereo not given)	0.1%	2	2%	?	0%	nt	6%	12%	34%	-4%
CCN(CC)c1ccc(/C=c2\sc3nnc(-c4ccccc4Cl)n3c2=O)cc1	0.1%	22	-1%	0%	1%	?	-12%	-1%	-26%	?
COc1ccc(N2CCN(C(=O)CCNS(=O)(=O)c3cc(Br)cnc3N)CC2)cc1	-1.0%	4	-2%	?	11%	21%	-2%	1%	-14%	-4%
Cc1cccc(Nc2nnc(SCC(=O)Nc3cccnc3Cl)s2)c1	4.5%	11	6%[46.1 µM]	-8%	17%	9%	-14%	12%	23%	2%
c1ccc(Nc2nc(NCCN3CCOCC3)nc(Nc3ccccc3)n2)cc1	0.4%	29	nt	-23%	nt	15%	-36%	4%	-10%	0%
CC(Oc1ccc(Cl)cc1)C(=O)N1CCN(C(=O)c2ccco2)CC1 (stereo not given)	-0.2%	4	1%	-18%	-1%	nt	5%	5%	30%	0%
COc1ccc(N(CC(=O)N2CCOCC2)S(C)(=O)=O)cc1Cl	-0.6%	-4	-5%	15%	nt	12%	2%	1%	23%	0%
O=C(Nc1ccccc1)c1ccc(-c2ccc(F)cc2)s1	-0.7%	4	-1%	?	2%	3%	31%	-3%	13%	3%
Cn1ccnc1SCC(=O)c1cc2ccccc2o1	-0.1%	3	1%	?	?	49%[activator]	45%	0%	-5%	0%
CC(=O)Nc1c(O)nc(SCC(=O)Nc2ccc(C(C)=O)cc2)[nH]c1=O	0.3%	-2	2%	?	?	-8%	?	-15%	-38%	-8%
O=C(CCc1nc2ccccc2c(=O)[nH]1)NNC(=O)COc1ccc(Br)cc1	-0.3%	-1	2%	1%	-3%	nt	12%	1%	23%	0%
Cc1cc(-c2nn(-c3ccccc3)cc2/C=C2\SC(N)=NC2=O)ccc1OC(C)C	0.1%	0	2%[46.1 µM]	?	-16%	15%	-48%	-2%	-17%	9%
O=[N+]([O-])c1cc(C(F)(F)F)ccc1N1CCCC(O)C1 (stereo not given)	4.0%	8	-2%	3%	1%	15%	13%	-2%	-19%	-1%
COc1ccccc1-n1c(C)nnc1SCC(N)=O	0.0%	0	0%	16%	-8%	5%	2%	0%	-8%	1%
CCOCCCNC(=O)C(NC(=O)CNC(=O)c1ccccc1)c1ccccc1 (stereo not given)	0.4%	1	nt	-2%	-4%	-3%	-2%	5%	16%	-7%
COc1ccc(NS(=O)(=O)c2cccs2)cn1	0.1%	0	-1%	4%	-2%	-3%	-9%	1%	3%	0%
CC(=O)Nc1cccc(C(=O)/C=C/c2ccc(/C=C/C(=O)c3cccc(NC(C)=O)c3)cc2)c1	?	-2	0%[46.1 µM]	?	-39%[inhibitor]	4%	nt	20%	nt	nt
CC(=Nc1ccc(C)c(C)c1)C1=C(O)CSC1=O	0.2%	1	-3%	?	?	2%	?	13%	-2%	-6%
CCCCC(=O)N1CCN(c2ccc(OC)cc2[N+](=O)[O-])CC1	0.1%	17	-3%[46.1 µM]	-16%	13%	0%	-13%	-6%	-15%	-2%
Cn1c(N)c(S(=O)(=O)NCc2ccccc2Cl)c(=O)n(C)c1=O	0.1%	-6	3%	5%	2%	-1%	0%	2%	10%	-2%
CN(c1ccc(F)cc1)S(=O)(=O)c1ccc(Cl)c(C(=O)NCC2(N3CCOCC3)CCCCC2)c1	nt	nt	1%	nt	nt	nt	-34%	nt	-26%	-4%
COc1ccccc1NC(=S)N/N=C/c1cccc(C)c1	2.5%	-2	0%[46.1 µM]	?	11%	14%	-25%	6%	1%	-2%
C=CCn1c(N/N=C/c2ccc(O)cc2)nc2ccccc2c1=O	-0.2%	?	-2%	?	28%	-13%	?	8%	-15%	0%
COc1cccc(NC(=O)CC2COc3ccccc3O2)c1 (stereo not given)	-0.1%	20	-16%	15%	5%	13%	36%	1%	14%	-1%
CC(C)CN1C(=O)c2ccc(NC(=O)c3ccco3)cc2C1=O	0.2%	?	-4%	?	5%	?	45%	12%	2%	0%
O=C(CSc1ncccc1-c1nc2ccccc2[nH]1)N1CCc2ccccc21	-0.1%	2	7%[46.1 µM]	?	?	13%	?	3%	-10%	-1%
CC(=O)Nc1nnc(SCC(=O)NCCOc2ccccc2)s1	0.0%	2	3%	1%	-5%	-2%	-10%	6%	14%	-3%
COc1ccc(C(=O)NCCn2ccc3ccccc32)cc1	-1.0%	?	-3%	?	22%	4%	?	-4%	15%	-1%
COc1ccc(-c2cc(=O)[nH]c(=O)[nH]2)cc1	0.3%	-1	3%[46.1 µM]	?	8%	2%	1%	-2%	12%	-5%
CN1CCN(/C(=N\O)c2nonc2N)CC1	-0.7%	-1	nt	0%	10%	4%	30%	-4%	0%	-4%
C=CCn1c(SCC(=O)C23CC4CC(CC(C4)C2)C3)nc(O)cc1=O	-0.7%	-3	2%	-5%	5%	-7%	0%	6%	3%	-1%
CCC(C)NC(=O)CCNS(=O)(=O)c1ccc(Br)cc1 (stereo not given)	-0.1%	0	0%	5%	-3%	14%	-14%	-1%	-4%	-3%
CSC1=NCCN1C(=O)c1ccc(S(=O)(=O)N2CCCC2)cc1	-0.1%	-3	0%	-10%	?	-5%	0%	8%	12%	-3%
CCCCC(=O)N=c1sc2cc(S(C)(=O)=O)ccc2n1C	0.3%	3	0%	10%	-2%	-7%	29%	7%	20%	-2%
CCCCn1c(N)c(N(CC)C(=O)Cc2ccc(S(=O)(=O)N3CCOCC3)s2)c(=O)[nH]c1=O	-0.3%	0	4%	0%	0%	nt	2%	3%	0%	-3%

Given as a markdown table: entries from further up.
| SMILES | B2AR arrestin | TRPV1 agonist | TCR activator | ELG1 repair inh | p53 reactivation | CXXC DNA block | BRCA1 expr act | A-T KAP1 phos | a7 integrin act | TSG101-PTAP inh |
| --- | --- | --- | --- | --- | --- | --- | --- | --- | --- | --- |
| CN1CCN(/C(=N\O)c2nonc2N)CC1 | -0.7% | -1 | nt | 0% | 10% | 4% | 30% | -4% | 0% | -4% |
| COc1ccc(C(=O)NCCn2ccc3ccccc32)cc1 | -1.0% | ? | -3% | ? | 22% | 4% | ? | -4% | 15% | -1% |
